Screens deposited in PubChem BioAssay by National Center for Advancing Translational Sciences (NCATS).
D3 antag – D3 dopamine receptor (human) antagonism | P35462 | D3R cells, DiscoveRx beta-arrestin luminescence, antagonist mode; active compounds read low | max response, negative = inhibition, % | 360,000 tested, 2.5% active | AID 652054; in the data active means max response below about -50%; inconclusive means no clear call, values can overlap the other calls; further: on the % scale 0 is the no-effect control and ±100 the full control effect; mostly tested at two doses, the higher about 12 µM
Target sequence (P35462 whole entry, looked up): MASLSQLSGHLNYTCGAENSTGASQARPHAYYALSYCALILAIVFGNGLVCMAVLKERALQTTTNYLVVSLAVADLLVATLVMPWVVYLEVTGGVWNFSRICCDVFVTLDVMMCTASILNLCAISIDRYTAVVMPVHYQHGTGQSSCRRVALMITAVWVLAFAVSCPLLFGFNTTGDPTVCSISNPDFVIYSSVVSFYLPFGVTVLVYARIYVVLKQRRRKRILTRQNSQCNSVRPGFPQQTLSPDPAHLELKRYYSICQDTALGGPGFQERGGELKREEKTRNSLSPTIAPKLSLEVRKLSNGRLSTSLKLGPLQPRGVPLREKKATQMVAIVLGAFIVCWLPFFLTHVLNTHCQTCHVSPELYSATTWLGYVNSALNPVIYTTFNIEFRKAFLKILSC
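Cells plated overnight at 1500 cells/well, then exposed to library compounds with dopamine controls for 90 minutes at 37 degrees C. DiscoveRx reagent added for 30–60 minutes at room temperature; luminescence read, quantitative HTS format.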
aSyn yeast inh – alpha-synuclein toxicity inhibition in yeast | Yeast expressing alpha-synuclein, growth rescue, BacTiter-Glo, 24 h | Potency, µM (series often up to 46.1 µM), inactives show at the highest dose growth rescue (activation), hits mostly activators | 370,000 tested, 0.14% active; further: potency means the concentration at half of the fitted maximal effect; % of control where 0% means no effect; nearly all actives have a fitted effect of over 65% in size
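Galactose-induced alpha-syn yeast (OD600=0.02, raffinose-pregrown) + pinned cpd, 24 hr, 30 deg C; growth by BacTiter-Glo luminescence. Growth restoration scores as activation.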
GLP-1R inv ag – inverse agonists of human GLP-1 receptor | P43220 | HEK293 GLP-1R CRE-luciferase, luminescence, 24 h; GLP-1R form is constitutively active | Potency, µM (top dose mostly 38.3 µM), for inactives: top-dose activity change, negative = inhibition, hits mostly inhibitors | 410,000 tested, 1.6% active | AID 624417; further: potency means the concentration at half of the fitted maximal effect; on the % scale 0 is the no-effect control and ±100 the full control effect; nearly all actives have a fitted effect of over 55% in size
Target sequence (P43220 whole entry, looked up): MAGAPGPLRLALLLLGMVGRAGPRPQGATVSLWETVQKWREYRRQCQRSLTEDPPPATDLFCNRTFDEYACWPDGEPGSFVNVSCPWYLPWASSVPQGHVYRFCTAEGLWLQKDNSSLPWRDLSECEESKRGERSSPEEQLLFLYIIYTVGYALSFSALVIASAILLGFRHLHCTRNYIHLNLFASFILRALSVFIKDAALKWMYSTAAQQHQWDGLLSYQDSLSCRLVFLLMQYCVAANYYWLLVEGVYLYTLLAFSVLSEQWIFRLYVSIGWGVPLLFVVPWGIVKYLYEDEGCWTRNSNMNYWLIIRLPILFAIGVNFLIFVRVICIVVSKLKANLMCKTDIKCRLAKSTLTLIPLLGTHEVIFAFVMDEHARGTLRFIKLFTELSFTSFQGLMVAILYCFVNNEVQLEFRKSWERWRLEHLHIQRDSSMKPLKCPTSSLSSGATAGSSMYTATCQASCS
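Inverse agonists were sought by their lowering of basal cAMP reporter luciferase output in HEK293 cells stably carrying constitutively active human GLP-1R, after 24 h compound treatment.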
Akt phos inh – Akt phosphorylation inhibition; Neuro2A IGF-stimulated pAkt S473 HTRF, 20 min; active compounds read low; activity change, % for hits at 50 µM; 360,000 tested, 0.32% active; in the data active means activity change below about -80%; inconclusive means mostly about -51% to -80%; further: on the % scale 0 is the no-effect control and ±100 the full control effect
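Neuro2A cells in DMEM with 0.5% FBS, overnight at 37 deg C, given compound at single 50 µM final, then IGF (6 nM final) for 20 min at 37 deg C. Lysed; phospho-Akt Ser473 by HTRF after 24 h, 665/615 ratio.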
Abeta yeast res – A-beta toxicity reversal in yeast. AID 1347071. Potency, µM (series often up to 46.1 µM), for the others: top-dose growth rescue, actives largely listed as activators. yeast expressing A-beta42, growth rescue, OD600, 48 h; response scale: 0% DMSO, 100% iron-clioquinol control. 410,000 tested, 0.063% active; further: potency means the concentration at half of the fitted maximal effect; nearly all actives have a fitted effect of over 55% in size
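Yeast growth medium received pinned compounds, then yeast cells expressing toxic A-beta were added; plates incubated at 30 C for 48 hr. Growth read as absorbance at 600 nm, normalized to DMSO and equimolar FeCl3 plus clioquinol controls.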
TDP-43 yeast inh – TDP-43 toxicity inhibition in yeast | TDP-43 expressing yeast growth rescue, BacTiter-Glo, 24 h | Potency, µM (doses to about 46.1 µM), for inactives: top-dose growth rescue (activation), hits mostly activators | 410,000 tested, 1.8% active | AID 652104; further: potency means the concentration at half of the fitted maximal effect; % of control where 0% means no effect; nearly all actives have a fitted effect of over 50% in size
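Luminescence from BacTiter-Glo reports growth of TDP-43-expressing yeast after 24 hr at 30 deg C with compound. Cells were raffinose-pregrown to mid-log, then seeded in galactose medium at OD600=0.02.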
FUS yeast rescue – FUS proteinopathy suppression in yeast. Potency, µM (series often up to 76.6 µM), without a hit: at the highest dose growth rescue (activation), actives largely listed as activators. S. cerevisiae FUS-expressing, growth rescue, OD600, 24 h. 390,000 tested, 0.24% active. AID 1347120;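 further: potency means the concentration at half of the fitted maximal effect; plate controls were DMSO vehicle for no effect and reference control for full effect; nearly all actives have a fitted effect of over 55% in size; some results filed as inactive show a strong effect at the top dose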
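Yeast FUS proteinopathy model; galactose-induced FUS (2%), starting OD 0.005. Cpds in dilution series, 24hr, 30C, 99% humidity. Abs 600 nm growth. Pos ctrl CP55940 (top 92uM final); neg ctrl DMSO.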
PTHR1 agonist – PTHR1 (human) receptor agonism; HEK293 GP2 PTHR1 cells, GloSensor cAMP luminescence, 1 h; 410,000 tested, 0.075% active; Potency, µM (series often up to 115 µM), inactives show at the highest dose activation, most hits filed as activators; Q03431; further: potency means the concentration at half of the fitted maximal effect; nearly all actives have a fitted effect of over 55% in size; some results filed as inactive show a strong effect at the top dose; inactives centre near -15; many of its hits are not listed in these tables
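HEK-293-derived GP2 cells expressing PTHR1 and a GloSensor cAMP reporter, 3,000/well, plated overnight, given luciferin plus IBMX (each 0.5 mM as added) for 1 h at 37 °C, then compound for 1 h at 37 °C. Luminescence was read after 15 min at room temperature.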
GLP1R ag – agonists of human GLP-1 receptor | P43220 | HEK293 GLP-1R CRE-luciferase, luminescence, 4-6 h; cells express a hypersensitive GLP-1R form | Potency, µM (highest dose often 45.6 µM), inactives show at the highest dose activation, most hits filed as activators | 380,000 tested, 0.007% active; further: potency means the concentration at half of the fitted maximal effect; % of control where 0% means no effect
* hit, by the source's call; i = inactive; ? = inconclusive; . = no result given; [ ] = remark or other dose. Unless noted, the call rests on the fitted dose curve; in most records, active means well fitted curve in the direction sought with a large enough effect; inconclusive means small, poorly fitted or top-dose-only effect, or another doubt; inactive means no such curve, though single readings can be large; an effect the other way counts as inactive or inconclusive.

SMILES | D3 antag | aSyn yeast inh | GLP-1R inv ag | Akt phos inh | Abeta yeast res | TDP-43 yeast inh | FUS yeast rescue | PTHR1 agonist | GLP1R ag
O=C(C1CCCCC1)N1C[C@H](n2cc(-c3ccc(F)cc3)nn2)[C@@H](O)C[C@@H]1c1ccc(Cl)cc1 | 0 | 10% | ? | i | 11% | 4% | ? | -18% | -3%
COc1ccc(CCNC(=O)c2ccc3c(c2)N(Cc2cccc(Cl)c2)C(=O)c2ccccc2S3=O)cc1OC (configuration not stated) | . | . | -1% | . | 9% | 6% | 7% | i | .
Cc1cc(C)n(C(=O)c2c([N+](=O)[O-])c(C)nn2C)n1 | -29 | -11% | -7% | i | -9% | 19% | 9% | -1%[57.5 µM] | 0%
O=C(CNC(=O)c1ccco1)OCc1ccccc1F | 1 | -1% | 27% | i | 1% | -12% | 4% | i | 9%
CC(C)N(C(=O)[C@H]1C[C@H](CC(=O)NCc2ccco2)C(=O)N2CCc3c([nH]c4cc(-c5ccco5)ccc34)[C@]12C)C(C)C | -15 | ? | ? | i | 11% | 13µM* | ? | -30% | 2%
CCOCCCNc1c2c(nc3cc(-c4ccc(F)cc4)nn13)CCC2 | 4 | -1% | 6% | i | 0% | 5% | -10% | -44%[inhibitor] | 7%
Cc1ccc(CSC2=Nc3ccccc3C3=NC(CCC(=O)NCc4ccco4)C(=O)N23)cc1 (configuration not stated) | -16 | 0% | 0% | i | 3% | -5% | 43% | -1% | 10%
CC(C)C1C(c2ccccc2)NC(c2ccccc2)CC1(O)c1ccc(F)cc1 (configuration not stated) | 29 | 15% | 10µM* | i | ? | 18% | -12% | i | 3%
COc1ccc(N2CCN(Cc3cc4c(cc3O)CCC4)CC2)cc1 | -87* | 8% | -2% | i | 24% | 14% | 18% | i | -1%
O=C(NCCC1CCCCN1S(=O)(=O)c1ccccc1)C(=O)Nc1ccccc1 (configuration not stated) | 11 | 2% | ? | i | 13% | 21% | 28% | -8% | -7%
CCC(=O)c1cn(CC(=O)OC)c2ccccc12 | -3 | -4% | -11% | i | 5% | 5% | -7% | i | 7%
COc1ccc(S(=O)(=O)NCc2cccs2)cc1 | 39 | 0% | 4% | i | 13% | 29% | 19% | -6%[57.5 µM] | -1%
CC(CCc1ccccc1)NC(=O)CSc1ccccn1 (configuration not stated) | 5 | -3% | -24% | i | ? | 27% | -31% | -1% | 9%
CCOc1cccc(-c2nnc3sc(-c4cc(OC)c(OC)c(OC)c4)nn23)c1 | 3 | 2% | 18% | i | 4% | 26% | . | 0% | 1%
CCOC(=O)c1c(C)[nH]c(C(=O)OCc2ccc([N+](=O)[O-])cc2)c1C | 4 | 0% | 27% | i | 20% | -5% | 13% | -1% | -2%
CC(=O)Nc1ccc(NC(=O)CSc2ccc(-c3cccnc3)nn2)cc1 | -11 | 0% | 14% | i | 0% | 15% | 37% | i | 1%
COc1ccccc1NS(=O)(=O)c1cccc(C(=O)NCC(c2ccco2)N(C)C)c1 (configuration not stated) | -68* | -2% | -7% | i | 3% | -5% | 3% | i | -4%
O=C(N/N=C/C1CC=CCC1)c1cc2ccccc2cc1O (configuration not stated) | -19 | 3% | 10% | i | -13% | 19% | ? | i | 0%
O=C(O)c1ccccc1NS(=O)(=O)c1ccc(NN=Cc2cccc(Cl)c2)c([N+](=O)[O-])c1 | -22 | 0% | 9% | i | -4% | 1% | . | -18% | -4%
Nc1ccc(OCc2ccco2)cc1 | 19 | 7% | 3% | i | 5% | 6% | -5% | i | 5%
COC(=O)CSc1nc2ccc(NC(=O)c3ccccc3C(=O)N3CCOCC3)cc2s1 | 5 | 3% | 10% | i | 4% | 7% | 17% | -35%[inhibitor] | -3%
COc1ccc(C(C)C)cc1S(=O)(=O)N1CCC(C(=O)NCc2cccnc2)CC1 | 4 | 2% | 9% | i | 5% | 15% | -6% | -33%[inhibitor] | 5%
O=C(O)C1CCCCC1C(=O)NCCCc1ccccc1 (configuration not stated) | 14 | -4% | 2% | i | 16% | 1% | 0% | -33%[inhibitor] | -8%
O=C(Nc1ccc(F)cc1)c1cc(-c2ccccc2)no1 | 14 | 4% | 15% | i | -6% | 14% | -21% | i | 12%
Cc1ccc(C2=NNC(=O)C(c3ccc(Cl)cc3)C2)cc1 (configuration not stated) | 10 | 15% | ? | i | -23% | 22µM* | -1% | i | 0%

4 neighbouring compounds already listed, quoted:
SMILES | D3 antag | aSyn yeast inh | GLP-1R inv ag | Akt phos inh | Abeta yeast res | TDP-43 yeast inh | FUS yeast rescue | PTHR1 agonist | GLP1R ag
COc1ccc(C(C)C)cc1S(=O)(=O)N1CCC(C(=O)NCc2cccnc2)CC1 | 4 | 2% | 9% | i | 5% | 15% | -6% | -33%[inhibitor] | 5%
O=C(O)C1CCCCC1C(=O)NCCCc1ccccc1 (configuration not stated) | 14 | -4% | 2% | i | 16% | 1% | 0% | -33%[inhibitor] | -8%
O=C(Nc1ccc(F)cc1)c1cc(-c2ccccc2)no1 | 14 | 4% | 15% | i | -6% | 14% | -21% | i | 12%
Cc1ccc(C2=NNC(=O)C(c3ccc(Cl)cc3)C2)cc1 (configuration not stated) | 10 | 15% | ? | i | -23% | 22µM* | -1% | i | 0%

Following part.
SMILES | D3 antag | aSyn yeast inh | GLP-1R inv ag | Akt phos inh | Abeta yeast res | TDP-43 yeast inh | FUS yeast rescue | PTHR1 agonist | GLP1R ag
S=c1nc(-c2ccco2)[nH][nH]1 | 45 | -4% | 15% | . | 12% | -9% | -15% | i | -7%
CCOc1ccc(C(=O)c2c(N)c(-c3nc(-c4ccc(OCC)cc4)cs3)c3ccccn23)cc1 | . | . | 1% | . | -9% | 6% | -12% | i | .
O=C(CCCN1C(=O)/C(=C/c2ccc(F)cc2)SC1=S)NCCCn1ccnc1 | -1 | 4% | ? | i | 3% | -10% | 9% | -52%[inhibitor] | 0%
CC1Sc2ccc(S(=O)(=O)CCC(=O)NCc3ccccc3Cl)cc2NC1=O (configuration not stated) | -7 | -7% | ? | i | 4% | -11% | 13% | -15% | 0%
O=C(Nc1ccc(Cl)cc1)c1ccc2c(c1)S(=O)(=O)c1ccccc1C2=O | -18 | 0% | -7% | i | -15% | 7% | 0% | -21% | 15%
CC(=O)c1ccc(S(=O)(=O)N2CCN(CCOc3ccccc3)CC2)cc1 | -59* | 2% | ? | i | -3% | 13% | -4% | -36%[inhibitor] | 11%
COc1cccc(CNC(=O)CSCC(=O)Nc2ccc(C)cc2)c1 | 9 | 1% | ? | i | 21% | -5% | -10% | i | 10%
COc1cc2c(cc1OC)C(COc1cccc(C(F)(F)F)c1)N(C(=O)c1ccc(S(=O)(=O)N3CCCC3)cc1)CC2 (configuration not stated) | . | -12% | 1% | . | 1% | 25% | 35% | -5% | 10%
O=C(Nc1ccccc1C(=O)NC(Cc1c[nH]c2ccccc12)C(=O)O)c1ccccc1 (configuration not stated) | ? | -1% | -17% | i | -14% | -30%[inhibitor] | 17% | i | 2%
O=C(c1cccs1)N1CCN(c2ccc(F)cc2)CC1 | 13 | -2% | 0% | i | 6% | ? | -12% | -8%[57.5 µM] | -8%
CCOC(=O)Cc1csc(NC(=O)CCCc2ccccc2)n1 | 26 | -18% | 3% | i | 9% | 7% | -8% | -25% | 2%
CC1Cc2ccccc2N1C(=O)Cn1cc([N+](=O)[O-])cn1 (configuration not stated) | 20 | -2% | 10% | i | 14% | 22% | -15% | i | -6%
Cc1ccc(NC(=O)c2cc3c(s2)CCC3)cc1S(=O)(=O)N1CCOCC1 | 30 | . | ? | . | -4% | -15% | 3% | -94%[inhibitor] | 0%
COc1ccc(OC)c(NC(=O)CSc2nnc(Cn3c(=O)sc4ccccc43)n2C)c1 | -19 | -3% | -12% | i | -4% | 16% | 17% | -14% | -2%
Cc1ccc(C)c(OCc2ccc(C(=O)NN)o2)c1 | 13 | -9% | -1% | i | -4% | 19% | 8% | i | 1%
Cc1ccc(Oc2ccc(S(=O)(=O)N3CCOCC3)cc2C(N)=O)cc1C | -25 | 1% | -6% | i | 2% | 6% | 17% | i | 2%
CC(C)(C)C1=C(C#N)C(c2ccc3c(c2)OCO3)C(C#N)=C(N)O1 (configuration not stated) | 9 | 14% | 4% | i | -3% | 2% | 13% | -5%[57.5 µM] | 0%
CCOC(=O)Cc1[nH]nc2c1C(c1cccc(OC)c1OC)C(C#N)=C(N)O2 (configuration not stated) | 8 | 7% | 0% | i | -10% | -2% | 25% | -13%[57.5 µM] | 2%
CCOC(=O)C(CC)n1cnc2sc3c(c2c1=O)CCC3 (configuration not stated) | 12 | -13% | -14% | i | -1% | 4% | 13% | i | 0%
Cn1cc(Br)c(C(=O)NNC(=O)Nc2ccccc2C(F)(F)F)n1 | ? | -9% | 5% | i | -18% | -19% | 3% | i | 3%
CC(=O)Nc1ccc(S(=O)(=O)Nc2cccc(-c3cn4cccnc4n3)c2)cc1 | 12 | 1% | 1%[7.66 µM] | i | -12% | 13%[9.22 µM] | 10% | i | 7%
CCOC(=O)c1oc2nc(C(C)C)c3c(c2c1N)CC(C)(C)OC3 | 12 | 13% | 0% | i | 6% | 24% | 4% | i | -2%
Cc1ccc2c(CN3CCOCC3)cc(=O)oc2c1C | 13 | -1% | 83%[activator] | i | 4% | 24% | -5% | -8% | 1%
O=C(NCCCc1ccccc1)C(=O)c1c[nH]c2ccccc12 | 2 | 8% | ? | i | -7% | 25% | 4% | i | 0%
Cc1ccc(CNC(=O)c2ccc(-n3c(C)cc4c3CCCC4)cc2)cc1 | . | . | 4% | . | -16% | -9% | ? | i | .

A portion of the library; count on the stated rates, not on these rows.
